# SRC1 TRFRET art = TR-FRET detection interference compounds, primary screen, artefact control for PPARgamma SRC-1 recruitment agonists, biochemical, TR-FRET emission ratio | TR-FRET ratio at 8 µM | TR-FRET detection artefact counter-screen; stronger effect = higher value | actives 0.34% (n = 99,000); in the data active means TR-FRET ratio above about 2300; further: inactives centre near 1800
# SRC3 TRFRET art = TR-FRET detection interference compounds, artefact control for PPARgamma SRC-3 recruitment agonists, biochemical, TR-FRET ratio; TR-FRET artefact counter-screen, PPARgamma/SRC-3 format; stronger effect = higher value; TR-FRET ratio at 8 µM; actives 0.39% (n = 99,000); in the data active means TR-FRET ratio above about 2000; further: inactives centre near 1600
# An asterisk follows results filed as active. A portion of the library, so the mix of outcomes need not match the whole.
Structure	SRC3 TRFRET art	SRC1 TRFRET art
Cc1cc(C(=O)OCC(=O)NCc2ccccc2Cl)c(C)o1	1626	1896
Cc1nc2c3cc(F)ccc3n(Cc3ccc(F)cc3)c2s1	1672	1972
Nc1nnc(SCCCC(=O)c2ccc(Br)cc2)s1	1554	1769
Cc1cccc(-n2c(SCC(N)=O)nc3c(c2=O)C2(CCCCC2)Cc2ccccc2-3)c1	1707	1797
CCN1C(=O)C(F)(CC)C(=O)c2ccccc21 (stereo not drawn)	1679	1770
Cc1c(Cl)cccc1NC(=O)Nc1ccccc1C(N)=O	1507	1693
CCC1=NC(c2ccc(Br)cc2)N(O)C1(C)C (stereo not drawn)	1554	2012
COc1ccnc(Oc2ccccc2)n1	1583	1759
C1CC1Cc1noc(CN2CCN(CC3CC3)CC2)n1	1577	1701
OC(COc1cccc(OCC(O)CN2CCOCC2)c1)CN1CCOCC1 (stereo not drawn)	1388	1714
COc1cc(CN2CCC(CO)(CCOc3ccccc3)CC2)cc(OC)c1OC	1715	1876
C#CC(C)(C)NC(=O)c1ccccc1OC	1539	1820
Cc1ccc(NC(=S)N(CCN(C)C)Cc2cccs2)cc1	1612	1838
Cc1ccc(OCC(=O)Nc2cc(-c3nn4c(C)nnc4s3)ccc2C)cc1	1420	1894
CN(C)c1ccc(N=C/C=C2/N(C)c3ccccc3C2(C)C)cc1	2085*	2167
COc1ccccc1C1OC(c2cccc([N+](=O)[O-])c2)=NN1C(C)=O (stereo not drawn)	1838	1874
O=C(Cc1cccc2ccccc12)N/N=C/c1ccncc1	1747	1628
COc1ccccc1-c1nc(-c2ccccc2)nc(N2CCN(C)CC2)c1C#N	1364	1635
C/C(=N/NC(=O)c1ccc(Br)o1)c1cccc(NC(=O)c2ccc(C)o2)c1	1384	1644
Cc1c(Br)c([N+](=O)[O-])nn1CC(=O)NCC1CCCO1 (stereo not drawn)	1664	1605
Cc1ccc(NS(=O)(=O)c2ccc(Br)cc2)nc1	1632	1925
CCn1ccc(C(=O)Nc2c(C)nn(Cc3c(F)c(F)c(F)c(F)c3F)c2C)n1	1673	1888
COc1cc(/C=N/n2c(-c3ccc4c(c3)NC(=O)CO4)csc2=Nc2cccc(C)c2)ccc1O	1563	1561
Cc1nc(-c2ccc(NC(=O)/C=C\C(=O)O)cc2)cs1	1699	1842
Cc1ccc(CCNC(=O)C2CCC(CNc3c(N4CCC(C)CC4)c(=O)c3=O)CC2)cc1 (stereo not drawn)	1499	1788
CCOC(=O)c1ccccc1NC(=S)N1CCC(C(N)=O)CC1	1511	1874
COc1ccc(S(=O)(=O)N2CCC(C(=O)Nc3ccc(F)cc3)CC2)c2cccnc12	1478	1816
CC(=O)Nc1ccc(NC(=O)COC(=O)[C@@H](NC(=O)c2ccc(F)cc2)C(C)C)cc1	1560	2018
O=C(CC1SC(=Nc2ccccc2F)N(CCN2CCOCC2)C1=O)Nc1ccc(F)cc1F (stereo not drawn)	1717	1941
COC(c1ccccc1)c1nnc(CCC(=O)NCc2ccc3ncccc3c2)o1 (stereo not drawn)	1692	1657
C#CCNC(=O)C1=C[C@H](c2ccc(Br)cc2)[C@@H](CCCO)[C@H](OCC)O1	1696	1979
CC1(C)Oc2ccc(C(=O)NC3CC3)cc2N(CC(=O)N2CCOCC2)C1=O	1435	1827
COCCn1c(SCC(=O)NCCc2ccc(OC)c(OC)c2)nc2c([nH]c3ccccc32)c1=O	1613	1785
COCCNC(=O)C1Cc2c(ccc3ccccc23)O1 (stereo not drawn)	1548	1896
CC(=O)c1ccc(NS(=O)(=O)c2ccc3ccccc3c2)cc1	1458	1966
O=[N+]([O-])c1cccc(/C=N/n2c(-c3cccnc3)n[nH]c2=S)c1	1403	1931
COc1ccc(NC2=C(Cl)C(=O)N(c3ccccc3)C2=O)c(OC)c1	1701	1662
O=C(c1ccc(NC(=S)Nc2ccc(F)cc2F)cc1)N1CCOCC1	1481	2081
COC(=O)c1ccccc1NC(=S)N(Cc1ccc2c(c1)OCO2)Cc1cc2ccc(OC)cc2[nH]c1=O	2123*	1854
O=C1CC(NCc2ccc3c(c2)OCO3)C(=O)N1CCc1ccccc1 (stereo not drawn)	1442	1744

# Compound profiles, as listed above. Screens in order: SRC3 TRFRET art | SRC1 TRFRET art
# O=[N+]([O-])c1cccc(/C=N/n2c(-c3cccnc3)n[nH]c2=S)c1 is listed as 1403 | 1931
# COC(=O)c1ccccc1NC(=S)N(Cc1ccc2c(c1)OCO2)Cc1cc2ccc(OC)cc2[nH]c1=O is listed as 2123* | 1854
# COCCn1c(SCC(=O)NCCc2ccc(OC)c(OC)c2)nc2c([nH]c3ccccc32)c1=O is listed as 1613 | 1785

# Continuation:
Structure	SRC3 TRFRET art	SRC1 TRFRET art
O=C(CN1CCC(Cc2ccccc2)CC1)NC(=O)NC1CCCCC1	1426	1924
O=C(NNC(=O)C1CCCCC1)c1ccc(Br)cc1	1553	1953
O=C(c1cccc(S(=O)(=O)N2CCCCC2)c1)N1CCc2ccccc21	1632	1909
CCOC(=O)C1=NN(c2ccccc2)C2=NC(C)=C(C(=O)OC)C(c3ccc(C)cc3)N12 (stereo not drawn)	1602	1663
Cc1ccc(S(=O)(=O)/N=C(/c2ccccc2)N2CCOCC2)c(C)c1	1612	2005
Cc1ccc(-c2nn(-c3cc(N4CCNCC4)ccc3[N+](=O)[O-])c(=O)c3ccccc23)cc1	1793	1783
COc1cc(SC)ccc1C(=O)Nc1cc(C)ccn1	1751	1830
CCCN(CC1CC1)C(=O)CSc1ncnc2sccc12	1490	2101
CC1CCN(c2c(NCC3CCC(C(=O)NCc4ccccc4)CC3)c(=O)c2=O)CC1 (stereo not drawn)	1373	1565
COc1ccc(NC(=S)Nc2ccccc2)c(OC)c1	1727	1570
COc1cc2ncnc(NCc3ccc(C)o3)c2cc1OC	1445	1484
S=C(NC1CCCC1)NC1CCCC1	1576	1727
Cc1[nH]cc(Br)c(=O)c1Oc1ncc(C(F)(F)F)cc1Cl	1481	1930
C#CCOCCOCCOCCNc1nc(N2CCOCC2)nc(N2CCN(C(=O)[C@H]([C@@H](C)CC)n3cc([C@@H](N)CC(C)C)nn3)CC2)n1	1549	1779
Cc1ccc(S(=O)(=O)/N=C(/c2ccccc2)N(C)c2ccc(O)cc2)cc1	1515	1812
CCOC(=O)CCc1c(C)c2ccc(OCc3cc([N+](=O)[O-])ccc3OC)c(C)c2oc1=O	1758	1786
COc1ccc(F)cc1C(=O)C1CCCN(C(=O)C2=C(C)OCCO2)C1 (stereo not drawn)	1436	1874
Cc1nc(/C=C\C(=O)O)c2cc(C)oc2n1	1443	1761
O=S(=O)(/C=C/c1ccccc1)N1CCN(c2nc(-c3cccnc3)nc3ccccc23)CC1	2270*	2657*
Cn1c(SCC(=O)c2c(N)n(C)c(=O)n(C)c2=O)nnc1-c1ccc(F)cc1	1609	1683
COc1cc(OC)cc(C(=O)NNc2nc3cc4c(cc3s2)OCO4)c1	1764	1836
COC(=O)NCC(c1cccnc1)N1CCN(c2ccccc2F)CC1 (stereo not drawn)	1457	1686
O=C(NN=C1CCCC1)c1ccn[nH]1	1288	1624
CC(=O)NS(=O)(=O)c1ccc(NC(=O)C2c3ccccc3Oc3ccccc32)cc1	1414	1861
C/C(=N\Nc1nc2ccccc2[nH]1)c1ccc(C)o1	2059*	2081
CNS(=O)(=O)c1ccc(NCC2COc3ccccc3O2)c([N+](=O)[O-])c1 (stereo not drawn)	1523	1779
COc1ccc(C(=O)Nc2ccc(N3CCOCC3)cc2)cc1S(=O)(=O)NC1CCCC1	1580	2167
O=C(O)c1cn(Cc2ccccc2)c2ccccc2c1=O	1604	1594
O=C(NN1C(=O)c2ccccc2NC1c1cccnc1)c1ccccc1 (stereo not drawn)	1651	1864
CCOc1ccccc1N1CCN(CC(=O)NC(=O)NCc2ccco2)CC1	1659	1991
C/C(O)=C(/C=Nc1ccccc1)C(=O)Nc1ccccc1	1651	1765
Cc1c(Cl)cccc1N=C(N)N=C(N)N	1528	1699
O=S(=O)(NC1=NCCC1)c1cccc(NC(=S)NCCc2ccccc2)c1	1580	1766
CC(=O)Nc1ccc(NC(=O)/C=C/c2cccc(C(F)(F)F)c2)cc1	1602	1883
COCCn1c(C)cc(C(=O)CSc2nnc(C)s2)c1C	1442	1764
O=C(COC(=O)Cc1ccc(Cl)cc1)Nc1c(F)cccc1F	1319	1787
Cc1cc(C=O)c(C)n1-c1cc(C(=O)O)cc(C(=O)O)c1	1531	1954
O=C(O)COn1c(-c2ccccc2)nc2ccc([N+](=O)[O-])cc21	1865	1862
CCN1C(=O)/C(=C/C=C2/Sc3ccccc3N2CCO)SC1=S	1485	1824
Cc1cc(Cl)ccc1OCC(=O)NCCOC(=O)Nc1sc(=S)n(C)c1C	1535	2043
CC(C)(C)c1ccc(OC(=O)c2ccc3snnc3c2)cc1	1539	1843
C/C(=N\NC(=O)c1ccc2c(c1)OCO2)c1ccco1	1701	2021
Cc1onc(-c2ccccc2)c1C(=O)NNC(=S)NC(=O)c1ccc(Cl)cc1Cl	1692	1672
O=C(NCc1nnc(SCC(=O)N2CCOCC2)o1)c1cccs1	1423	1872
CCOC(=O)c1ccc(N=Nc2c(C)c(C#N)c(O)[nH]c2=O)cc1	1633	1865
CCCc1ccc(Oc2c(-c3ccc(O)c(C)c3O)n[nH]c2C)cc1	1631	1923
CCCOc1ccc(OCCN2CCCC(C)C2)cc1 (stereo not drawn)	1315	1717
Cc1ccc2c(CC(=O)NCC(C)(C)N3CCOCC3)coc2c1	1623	1806
Cc1ccccc1N1C(=O)CN(Cc2sccc2C)C1=S	1668	1798
O=C(NC(=S)NCCCN1CCOCC1)c1ccc(Br)cc1	1720	1998
Cc1cccc(OCC(=O)NNC(=O)CCc2ccccc2)c1	1748	1824
Cc1ccc(-n2c(=O)c3sccc3n(CC(=O)NC3CCCCC3)c2=O)cc1	1410	1857
COc1ccc(/C=C2\SC(=O)N(CCn3cnnn3)C2=O)cc1	1526	2007
O=C(Nc1nnc(-c2ccc(Cl)s2)o1)C1CC1	1492	1659
CC(C)(C)NCC(O)(c1ccc(Cl)cc1)c1ccc(Cl)cc1	1658	1657
CC(C)c1ccc(C(C(=O)NC2CCCCC2)N(C(=O)c2ccccn2)c2cccnc2)cc1 (stereo not drawn)	1568	1810

# 4 entries from above, with values under each structure:
# Order of values: SRC3 TRFRET art | SRC1 TRFRET art
- COc1ccc(/C=C2\SC(=O)N(CCn3cnnn3)C2=O)cc1
    1526 | 2007
- O=C(Nc1nnc(-c2ccc(Cl)s2)o1)C1CC1
    1492 | 1659
- CC(C)(C)NCC(O)(c1ccc(Cl)cc1)c1ccc(Cl)cc1
    1658 | 1657
- CC(C)c1ccc(C(C(=O)NC2CCCCC2)N(C(=O)c2ccccn2)c2cccnc2)cc1 (stereo not drawn)
    1568 | 1810

# The list continues.
Structure	SRC3 TRFRET art	SRC1 TRFRET art
CCc1cc2c(=O)c(-c3nc(C)cs3)c(CCCC(=O)O)oc2cc1O	1707	1835
N/C(=N\OC(=O)CCCOc1ccccc1)c1ccncc1	1536	1742
CC1=NN(C(=O)CSCc2ccccc2)C(O)(c2ccc(F)cc2)C1 (stereo not drawn)	1754	1757
Fc1ccc(F)c(NC(=S)NCCc2ccccc2)c1	1577	1441
Cc1ccc(C(=O)NNC(=O)CSc2n[nH]c(-c3cccnc3)n2)cc1	1258	1775
COc1ccc(NC(=O)c2ccc(Br)o2)cc1	1559	1904
COc1ccc(-n2c(Cc3cccn3C)nnc2SCC(=O)Nc2nc(C)cs2)cc1	1770	1486
CC1=C/C(=N\NC(=O)c2ccccc2)CC1	1610	1589
CCc1ccccc1Nc1cc(C(=O)NCc2ccccn2)c2ccccc2n1	1687	1929
CC(Oc1ccc(Br)cc1Br)C(=O)NC1CCCC1 (stereo not drawn)	1497	1576
Cc1cc(Cl)ccc1NC(=S)NCc1ccccc1Cl	1382	1733
Cc1ccc(N(CCC(=O)O)S(=O)(=O)c2ccccc2)cc1	1755	1918
CC1CCN(C(=S)c2cccc([N+](=O)[O-])c2)CC1	1541	1525
Cc1ccc(CNC(=O)COC(=O)[C@@H]2CC(O)CN2S(=O)(=O)c2ccc3c(c2)OCCO3)cc1 (stereo partly drawn)	1441	1768
COc1ccc2nc(NC(=O)c3cccc(-c4cc5ccccc5oc4=O)c3)sc2c1	1381	1838
CC(O)CNc1nc2ccccc2n1CC(=O)N1CCN(Cc2ccccc2)CC1 (stereo not drawn)	1417	1543
CC(=O)Nc1ccc(OCc2ccc(S(=O)(=O)Cc3ccccc3)cc2)cc1	1478	1992
O=C(CSc1nc2ccccc2[nH]1)N1CCN(c2ccccc2)CC1	1872	1663
Fc1ccc(NC(=S)Nc2cc(-c3ccccc3)[nH]n2)cc1Cl	1332	1703
CC1CCCCN1S(=O)(=O)c1ccc(C(=O)Nc2nnc(-c3ccncc3)o2)cc1 (stereo not drawn)	1677	1736
O=C(NC(=S)NNS(=O)(=O)c1ccccc1)c1cccnc1	1541	1865
Nc1nnnn1/N=C/c1ccc(N2CCCCC2)c([N+](=O)[O-])c1	1633	1634
CN(C)c1ccc(P(=O)(Nc2ccccc2)N2CCOCC2)c(NC(=O)c2cccs2)c1 (stereo not drawn)	1573	1699
CCOC(=O)N1CCN(S(=O)(=O)c2c(C)[nH]c(=O)[nH]c2=O)CC1	1507	1768
CCOc1ccc(CN2CCNC(=O)C2CC(=O)NCCc2ccccn2)cc1 (stereo not drawn)	1577	1919
O=C(O)c1c2c(nc3ccc(Cl)cc13)CCC2	1536	1822
